Exocytosis inh = lytic granule exocytosis inhibition; TALL-104 LAMP-1 surface exposure, flow cytometry; cells stimulated with thapsigargin and PMA; 360,000 tested, 0.66% active; inhibition, % at 10 µM;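 active = inhibition above about 55%, limit read from the data; inconclusive = no clear call, values can overlap the other calls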
iPSC survival up = increases survival of single human iPS cells; hiPSC single-cell survival, ATPlite luminescence; 100% = ROCK inhibitor wells, 0% = DMSO; survival enhancement, % at 20 µM; 360,000 tested, 0.044% active; in the data active = survival enhancement above about 18%;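 note: cells exposed to compounds for 16 hours before the ATP read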
Cardio protect = myocardial damage modulation in H9c2 cells; 360,000 tested, 0.63% active; protection from H2O2 cell death, % at 20 µM; H9c2 cardiomyocytes, H2O2 injury protection, ATPLite, 2 h;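 active = compounds giving at least 50% protection of heart cells from peroxide-induced death in the single-dose screen, raw or plate-pattern-corrected value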;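 note: 0% = DMSO wells with peroxide and 100% = DMSO wells without peroxide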
Vif imaging = blocks HIV Vif function; AID 602346; HEK293T cells, Vif self-association by quenched fluorescence, imaging, 24 h; inhibition, % at 7.49 µM; 340,000 tested, 0.35% active; in the data active = inhibition above about 50%, passing the limit was not always enough; inconclusive = no clear call, values can overlap the other calls; inactive = below about 31%; note: some results filed as inactive read as strong as hits
PDI turbidity = inhibitors of human protein disulfide isomerase; inhibition, % at 10 µM; 350,000 tested, 0.052% active; AID 588391; P07237; PDI insulin aggregation turbidity, A650, 90 min;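 active = mean inhibition across replicates of 30% or more, whatever share of single replicates reach that level; inconclusive = mean inhibition below 30% while every single replicate reaches 30%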;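 note: absorbance from insulin aggregation driven by PDI reduction with DTT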
Target sequence (P07237 whole entry, looked up): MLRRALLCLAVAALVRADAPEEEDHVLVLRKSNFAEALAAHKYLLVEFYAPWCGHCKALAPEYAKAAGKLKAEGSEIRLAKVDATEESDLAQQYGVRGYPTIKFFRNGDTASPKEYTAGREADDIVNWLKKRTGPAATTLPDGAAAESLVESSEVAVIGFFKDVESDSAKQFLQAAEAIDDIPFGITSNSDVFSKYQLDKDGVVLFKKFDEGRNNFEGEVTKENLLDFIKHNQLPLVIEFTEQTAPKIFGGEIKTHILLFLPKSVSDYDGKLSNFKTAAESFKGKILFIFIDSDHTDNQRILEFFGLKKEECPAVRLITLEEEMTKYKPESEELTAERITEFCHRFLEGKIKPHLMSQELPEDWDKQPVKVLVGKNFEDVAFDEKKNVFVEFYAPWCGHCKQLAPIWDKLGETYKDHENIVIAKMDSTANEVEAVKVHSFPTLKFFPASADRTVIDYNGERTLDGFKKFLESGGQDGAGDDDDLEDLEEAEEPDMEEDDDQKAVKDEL
m5-HT2A agonist = activates the mouse 5-HT2A serotonin receptor; P35363; CHO-K1 mHTR2A beta-arrestin complementation, luminescence; percent of 30 µM serotonin response; activation, % at 7.6 µM; 360,000 tested, 0.66% active;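 active = activation above a run cutoff, the mean activation of all tested compounds plus 3 SD, cut at about 14% in these data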;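 note: 0% = plate median of compound wells and 100% = 30 µM serotonin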
aDG glyco act = increases alpha dystroglycan glycosylation | activation, % at 10 µM | Pro5-aDG cells, alpha-DG glycosylation AlphaScreen (IIH6); 0% Pro5, 100% B10-LARGE cell signal | AID 624168 | 360,000 tested, 0.22% active;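 active = activation of at least 8% versus controls, or a plate z-score of at least 8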;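 note: Pro5 are CHO cells carrying HIG-tagged alpha-DG that lacks glycosylation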
Glyco luc inh = blocks N-linked glycosylation in D54 reporter cells; D54 ERlucT glycosylation luciferase reporter, 24 h; percent of 100 nM tunicamycin response; reporter increase, % at 12.5 µM; 360,000 tested, 0.23% active; AID 588692;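 active = mean luciferase reporter signal, scaled so untreated is 0 and the glycosylation-blocking control 100, at or above a set limit in every replicate; inconclusive = mean reaches the limit but not every replicate does; inactive = mean below the limit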;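 note: luciferase carries N-glycosylation sites so blocking glycosylation raises the light; 0% = median of neutral control wells and 100% = median of 100 nM tunicamycin wells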
CaV13 FRET inh = Primary screen for inhibitors of IQ motif and Ca2+-dependent inactivation inhibitor domain binding in CACNA1D, Förster resonance energy transfer in living cells, …; HEK cells, CFP/YFP FRET ICDI-IQ, plate reader, 10 min; percent FRET-ratio fall versus neutral wells; inhibition, % at 12.3 µM; 340,000 tested, 0.098% active; AID 743397;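 active = mean replicate inhibition of at least 30% and at least 1% of replicates passing that level; inconclusive = only one of the two criteria is met; inactive = neither criterion is met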;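 note: 0% = median of the neutral control wells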
ABCB6 inh MLPCN = human ABCB6 transporter inhibition. 360,000 tested, 0.19% active. fluorescence ratio to DMSO, % at 10 µM. K562-ABCB6 porphyrin accumulation, flow cytometry, 1 h; stronger effect = lower value;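 active = fluorescence ratio to DMSO below 75%, the collection mean minus 3 SD; inconclusive = too few cells collected in the well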;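 note: signal is porphyrin accumulated inside mitochondria; 100% equals median channel fluorescence of DMSO control wells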
* = called active by the depositor; u = inconclusive; x = no result given; & = joins results of further samples.

Structure,Exocytosis inh,iPSC survival up,Cardio protect,Vif imaging,PDI turbidity,m5-HT2A agonist,aDG glyco act,Glyco luc inh,CaV13 FRET inh,ABCB6 inh MLPCN
Cn1c(N)c(C(=O)COC(=O)C2CCCCC2)c(=O)n(C)c1=O,3,-1.5,6,2,9,-2,0.1,0,-6,101
CCOc1ccc(CN(C)CCc2ccccn2)cc1,4,-1.7,-1,17,2,-1,-0.1,1,-3,99
COc1ccc(Cl)cc1NC(=O)CN1CCc2ccccc2C1,19,-0.3,-11,6,-11,0,0.6,-5,0,96
Cc1ccc(C(=O)COC(=O)c2cccc(N3C(=O)c4c(C)nc5ccccc5c4C3=O)c2)cc1C,1,-0.4,-10,-4&7,11,2,0.0,-1,-2,98
C=CCn1c(=O)n(CCOC)c(=O)c2sc3ccccc3c21,8,-1.4,17,-6,x,-4,0.1,2,-5,99
CN(C)C(=S)Oc1ccccc1C1(C)OCCO1,-2,-1.4,2,x,1,4,0.1,-1,-9,100
O=C(Oc1ccc(-c2nccc(-c3ccccn3)n2)cc1)c1cccc(C(F)(F)F)c1,0,2.5,10,7,-6,10,-0.4,2,x,91
Cc1ccc(S(=O)(=O)N2CCN(C(=O)C(O)c3ccccc3)CC2)cc1 (stereo unspecified),-1,x,x,x,x,1,6.0,x,-16,x
O=C(Nc1nnc(C2CC2)s1)C1CCCCN1S(=O)(=O)c1ccccc1 (stereo unspecified),-2,-0.3,-4,-2,2,-2,0.1,0,4,87
CCCCCN(C(=O)NC(=O)Nc1ccccc1C)S(C)(=O)=O,1,0.1,-4,-1,0,-5,-0.2,-2,x,97
COc1cc2c(cc1OC)C(C(=O)Nc1cccc(C)n1)C(c1cccnc1)N(C)C2=O (stereo unspecified),2,0.4,1,7,5,-3,3.4,4,-8,97
COc1cc(NC(=O)c2c(F)cccc2F)c(Cl)cc1Cl,0,0.0,-3,1,1,-2,-0.1,1,2,99
C=CCN=c1scc(-c2ccc3c(c2)NC(=O)CO3)n1/N=C(\C)c1ccccn1,4,-0.4,-20,-19,-1,-7,0.7,-2,-11,89
CCOC(=O)c1cnn(-c2cc(C)nc3c(-c4ccccc4)c(C)nn23)c1N,4,0.9,8,7,1,-1,0.4,2,-7,85
CN(c1ccc(OCC(=O)N2CCN(c3ccc(F)cc3)CC2)cc1)S(=O)(=O)c1cccs1,15,0.4,-19,-11,-1,-3,-0.8,-3,-4,99
CCOc1c2c(nc3ccc(Cl)cc13)CCC2,-1,1.5,-4,-11,-4,1,0.4,-2,-5,103
O=C(O)c1ccccc1-n1cccc1C(=O)O,10,0.7,-4,6,-4,2,0.0,3,-20,98
CCCC(=O)NC(C)c1nc(-c2ccc(C)cc2)no1 (stereo unspecified),-4,-2.7,-3,-5,1,4,0.5,-2,-4,99
COCCCNC(=S)N1CCN(S(C)(=O)=O)CC1,-5,-1.0,2,-23,-1,5,0.0,1,-4,101
N#Cc1ccc(CSc2ncccn2)cc1,1,-0.7,-1,21,7,1,0.0,-1,-6,100
CCN(CC)CCNC(=O)c1cc2c(s1)-c1ccccc1SC2,27,-0.6,-1,1,-7,-19,0.8,-12,-21,88
CCCCCCOc1ccc(/C(C)=N/NC2=NCCN2)cc1[N+](=O)[O-],18,-6.8,-15,-1,5,-9,-0.9,3,-4,107
O=C(c1ccc(N2CCOCC2)cc1)N1CCCC(Nc2ccccc2)C1 (stereo unspecified),0,0.2,-2,10,3,0,-0.1,0,-6,96
COCCNC(=O)Nc1ccc(F)cc1,-1,-0.7,4,-11,-3,10,0.0,2,-3,89
CC1(c2ccc3ccccc3c2)NC(=O)N(CC(=O)NCc2cccs2)C1=O (stereo unspecified),0,2.8,5,6,9,0,-0.3,4,-5,97
O=C(NNc1cccc(Cl)n1)Nc1ccccc1,1,1.4,3,-7,-6,4,-0.2,1,x,92
CCCCNS(=O)(=O)c1ccc2nc(-c3cccnc3)cc(C(=O)NC3CCCC3)c2c1,-4,-0.7,-3,5,-1,-2,0.0,1,4,102
CN(CC(=O)C(C(N)=O)c1ccccc1)c1ccccc1 (stereo unspecified),0,-3.2,0,x,-2,0,0.2,0,-5,105
CCCCn1c(N)c(N(Cc2ccccc2OC)C(=O)CC2OC(=O)c3ccccc32)c(=O)[nH]c1=O (stereo unspecified),-5,-0.5,5,18,-5,-2,0.1,0,-5,91
Cc1nc2ccccn2c1-c1csc(Nc2ccc(C(=O)O)cc2)n1,14,-0.5,-6,x,11,0,-0.1,14,-20,105
CCCCCCn1c(NCC)nc2c1c(=O)n(C)c(=O)n2C,2,5.7,-35,-35,6,2,4.7,-1,-7,105
O=C(NCc1ccc2c(c1)OCO2)c1ccncc1,8,-1.9,1,-17,-1,-3,0.0,1,-6,98
O=C(CSc1nnnn1-c1ccc(F)cc1)c1ccc(O)c(O)c1,-4,0.4,54*,25,5,2,-0.1,-5,-5,99
COc1ccc(-n2nc(C(=O)N3CCC(C#N)CC3)c3c4ccccc4n(C)c3c2=O)cc1,-3,2.9,1,2,-1,1,-0.1,-1,-3,99
O=C(NNC(=O)C1CC1c1ccccc1)c1ccccc1[N+](=O)[O-] (stereo unspecified),-2,0.6,7,2,-27,6,-0.2,0,-5,101
Cc1ccc(C2C3=C(CC(C)(C)CC3=O)Nc3[nH]c(=S)[nH]c(=O)c32)cc1 (stereo unspecified),-3,0.3,3,3,2,-2,3.0,3,-5,100
O=C(c1[nH]c(C(F)(F)F)nc1-c1ccccc1)N1CCN(c2ccncc2)CC1,-2,-0.6,3,x,x,1,0.0,3,-7,100
COc1ccccc1CNC(=O)COC(=O)c1ccc(C)c(S(=O)(=O)N2CCCCC2)c1,-4,1.6,-2,-8,11,-1,-0.2,1,x,99
CCc1cccc(CC)c1NC(=O)Cn1c(-c2ccccc2Cl)nc2ccccc21,-4,-1.7,4,10,3,0,0.1,12,-3,95
Cc1ccc(NS(=O)(=O)c2ccc3c(c2)n(C)c(=O)n3C)c(C)c1,-8,-0.6,5,-11,7,-3,0.1,10,-3,100
C=C1C(=O)[C@]23C[C@H]1CCC2[C@]1(C)CCC[C@@](C)(C(=O)O)C1C[C@@H]3O (stereo partly specified),13,-1.9,-15,8,x,-1,0.0,-13,-11,100
Cc1ccc(O)c(-c2cc(-c3ccc(F)cc3)no2)c1,2,-0.6,-17,7,4,1,-0.1,-8,-6,97
O=C(O)C=C1CCN(c2ncc(C(F)(F)F)cc2Cl)CC1,0,1.0,-3,-4,-2,6,-0.2,1,-5,100
O=C(Nc1ccccc1)OCC1COC(c2ccccc2)(c2ccccc2)O1 (stereo unspecified),1,0.3,-5,-4,10,-5,0.0,-2,-3,94
COc1cccc2c(=O)c(SC(F)(F)C(F)C(F)(F)F)c(C)[nH]c12 (stereo unspecified),-2,1.6,3,0,-3,7,0.0,16,-5,100
O=C(CCCOC(=O)c1cccnc1Cl)c1ccc(Br)cc1,-6,0.2,-10,-10,9,-5,0.5,0,-5,93
CC(C)Cn1c(N)c(C(=O)COC(=O)CCNS(=O)(=O)c2ccccc2)c(=O)n(C)c1=O,-8,-0.3,-8,-2,-3,-3,0.6,-1,-3,97
Cc1cc(N/N=C/c2ccccc2O)c2ccccc2n1,76*,-0.3,-6,-5,-9,-7,0.7,17,-6,93
CCNC(=O)COc1ccc(/C=C2\COc3ccccc3C2=O)cc1OC,-3,1.0,39,-10,-3,-3,0.8,u,-7,93
Cc1cc(C)cc(OCC(=O)OCC(=O)Nc2cc(S(=O)(=O)N3CCOCC3)ccc2C)c1,-3,-0.4,-5,2,10,3,0.3,-1,-15,100
COc1ccc(Br)cc1/C=C/c1ccc2cccc(O)c2n1,7,2.1,47,1,-5,8,-0.1,13,-3,92
COCCn1c(-c2ccc(NC(C)=O)cc2)nc2c1c(=O)[nH]c(=O)n2CC(C)C,-10,1.0,0,14,-4,-4,0.0,1,-5,94
CCOC(=O)C[C@H]1c2ccc(C(F)(F)F)cc2S(=O)(=O)N1c1ccccc1,-1,12,-8,-2,-4,1,-0.3,-1,-9,103
COC(=O)[C@@H]1Cc2c([nH]c3ccccc23)C2CCC(=O)N21 (stereo partly specified),-3,-0.1,12,-9,-11,4,-0.1,2,-2,118
Cc1ccc(C)c(CSCc2nc3ccccc3[nH]2)c1,4,0.2,-7,-3,0,-7,0.2,-1,-14,97
O=C(CCc1nnc(-c2ccc3c(c2)OCO3)o1)NC(c1cccnc1)C(F)(F)F (stereo unspecified),-4,-0.4,-2,4,0,0,0.6,-1,1,97
Cc1cccc(OCC(=O)N/N=C/c2ccc3c(c2)OCO3)c1,0,-0.8,-2,9,9,-1,-0.1,4,-7,99
NS(=O)(=O)c1ccc(NCc2cnc3ccccc3c2)cc1,0,-3.1,3,19,0,2,-0.3,-1,-7,93
Cc1nc(SCC(=O)Nc2nc3ccccc3s2)c(C#N)c(C)c1C,3,-6.7,-8,-4,-8,2,0.0,-23,6,80

Screening data from PubChem.

Compounds as they come; 3.1% or so of the library scored in one or more.
